Compound activity from PubChem BioAssay.
Tau fibril ThT: blocks human tau fibril formation measured by thioflavin T | P10636 | recombinant tau K18 P301L, heparin-induced fibrillization, ThT fluorescence | Potency, µM (doses to about 57.4 µM), without a hit: at the top dose activity, negative = inhibition, hits mostly inhibitors | 270,000 compounds, 2.1% hits; note: nearly all actives have a fitted effect of over 55% in size
Target sequence (P10636 561-689 P618L limits assumed): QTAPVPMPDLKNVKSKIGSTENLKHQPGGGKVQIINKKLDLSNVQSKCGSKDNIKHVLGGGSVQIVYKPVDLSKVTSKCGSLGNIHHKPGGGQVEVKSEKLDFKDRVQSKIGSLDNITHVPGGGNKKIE
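K18 P301L tau (15 uM + 0.24 uM Alexa 594-tagged), heparin 20 uM, NaOAc pH 7, 6 h 37 C; ThT 30 uM, 1 h RT, ex 450/em 510 nm.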
ALDH1A1 block: ALDH1A1 (human) enzyme inhibition; Purified ALDH1A1, NADH fluorescence, propionaldehyde substrate; Potency, µM (titrated, usually from 75.3 µM), for inactives: at the highest dose activity, negative = inhibition, actives largely listed as inhibitors; 220,000 compounds, 7.3% hits; active = well fitted inhibition curve with a large enough effect, not every such curve was filed as active; inconclusive = small, poorly fitted or top-dose-only effect, or another doubt; inactive = no such curve, though single readings can be large or run the other way;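 note: plate controls were no enzyme wells and a reference inhibitor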
L3MBTL1 block: L3MBTL1 (human) inhibition. Q9Y468. AlphaScreen L3MBTL1–H3K9me1 peptide binding. Potency, µM (titrated, usually from 57.1 µM), for the others: at the top dose activity, negative = inhibition, most hits filed as inhibitors. 230,000 compounds, 0.66% hits. AID 485360; note: nearly all actives have a fitted effect of over 60% in size
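AlphaScreen assay: L3MBTL1 (50 nM final) was preincubated 30 min at room temperature with biotinylated H3(1-15)K9me1 peptide (75 nM final), then 30 min with library compounds; streptavidin donor and nickel chelate acceptor beads (10 ug/mL final) added, 30 min dark.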
TR SRC2 fluor cs: alters Texas Red total fluorescence, flagging assay interference; TRb/SRC2 Texas Red total fluorescence interference; Potency, µM (top dose mostly 106 µM), without a hit: at the top dose fluorescence change, negative = quenching; 280,000 compounds, 0.29% hits; AID 1479; active = well fitted curve in either direction with a large enough effect; inconclusive = small, poorly fitted or top-dose-only effect
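Human TRb ligand-binding domain at 0.6 uM with 20 nM Texas Red SRC2 peptide in Tris buffer containing 1 uM T3 and 5% DMSO, incubated with compound 5 h at ambient temperature. Total fluorescence (555/632 nm) calculated as parallel + 2 × perpendicular.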
aGal spleen mod: alpha-galactosidase A (human) modulation. human spleen homogenate, 4MU-alpha-Gal fluorescence, 40 min. 240,000 compounds, 0.008% hits. Potency, µM (doses to about 80 µM), for the others: top-dose activity change, negative = inhibition, hits mostly inhibitors. AID 2107. P06280;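 note: 0% = enzyme with vehicle and -100% = no enzyme basal signal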
Target sequence (P06280 32-429 limits assumed): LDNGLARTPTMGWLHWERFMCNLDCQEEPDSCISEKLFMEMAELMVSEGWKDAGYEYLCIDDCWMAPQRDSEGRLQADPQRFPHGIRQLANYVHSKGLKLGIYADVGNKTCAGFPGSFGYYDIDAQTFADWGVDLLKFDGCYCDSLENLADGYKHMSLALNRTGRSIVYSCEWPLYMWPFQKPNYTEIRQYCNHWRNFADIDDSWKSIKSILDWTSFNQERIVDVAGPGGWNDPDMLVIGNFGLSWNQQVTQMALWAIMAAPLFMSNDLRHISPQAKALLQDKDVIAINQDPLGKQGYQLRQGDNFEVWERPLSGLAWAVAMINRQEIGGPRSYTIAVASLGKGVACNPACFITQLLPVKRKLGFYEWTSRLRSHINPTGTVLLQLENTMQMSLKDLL
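Fluorogenic readout (Ex 365/Em 440 nm) of 4-methylumbelliferone released from 1 mM 4-MU-alpha-galactoside by spleen homogenate, 40 min at 37C, pH 5.0. Data normalized to no-enzyme and enzyme controls; Hill-equation AC50 from compound titrations.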
Tau fibril FP: tau fibrillization inhibition (FP); K18 P301L tau heparin fibrillization, Alexa594 FP, 6 h; Potency, µM (doses to about 57.7 µM), for the others: top-dose activity, negative = inhibition, usual class: inhibitors; 280,000 compounds, 0.39% hits; note: nearly all actives have a fitted effect of over 55% in size
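Quantitative HTS format: compounds meet 15 uM recombinant K18 P301L tau and Alexa 594-tau tracer in 100 mM sodium acetate pH 7; 20 uM heparin triggers fibrillization at 37 C over 6 hr; FP gives the signal.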
Tau fluor cs: counter-screen for tau fibril formation inhibitors | 280,000 compounds, 0.93% hits | tau K18 P301L Alexa594 fluorescence, heparin fibrillization | Potency, µM (series often up to 57.7 µM), for the others: at the top dose activity change, negative = decrease; note: nearly all actives have a fitted effect of over 55% in size
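Human tau K18 P301L (15 uM unlabeled, 0.24 uM Alexa 594-labeled) in 100 mM sodium acetate pH 7 with 20 uM heparin, 6 hr at 37 C. ThT 30 uM added, 1 hr ambient; Alexa 594 FP and total fluorescence read at 555/632 nm.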
TRb SRC2 PPI: disrupts binding of human TR beta to SRC2; AID 1469; 280,000 compounds, 0.065% hits; P10828; Potency, µM (highest dose often 106 µM), without a hit: at the top dose activity change, negative = inhibition, usual class: inhibitors; TRbeta-SRC2 peptide binding, fluorescence polarization; receptor liganded with 1 µM T3;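 note: plate controls were bound peptide for no effect and peptide without receptor for full effect; nearly all actives have a fitted effect of over 50% in size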
Target sequence (P10828 whole entry, looked up): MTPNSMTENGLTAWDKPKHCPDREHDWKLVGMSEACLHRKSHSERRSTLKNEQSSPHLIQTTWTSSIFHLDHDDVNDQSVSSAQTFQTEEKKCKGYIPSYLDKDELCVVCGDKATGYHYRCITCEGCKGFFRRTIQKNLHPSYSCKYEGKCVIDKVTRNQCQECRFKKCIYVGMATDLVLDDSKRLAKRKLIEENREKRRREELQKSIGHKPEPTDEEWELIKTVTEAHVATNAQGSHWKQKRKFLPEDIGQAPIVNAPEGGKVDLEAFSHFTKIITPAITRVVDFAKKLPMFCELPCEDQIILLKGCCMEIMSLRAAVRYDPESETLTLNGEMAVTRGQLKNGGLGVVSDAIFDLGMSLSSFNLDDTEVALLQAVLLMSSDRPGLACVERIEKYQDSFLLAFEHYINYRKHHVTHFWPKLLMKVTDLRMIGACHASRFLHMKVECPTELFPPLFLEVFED
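Fluorescence polarization of 20 nM Texas Red SRC2 peptide with 0.6 uM human TRb ligand-binding domain, in Tris buffer with 1uM T3 and 5% DMSO. Incubated 5 hr ambient; normalized to unbound and bound controls.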
Numbers without * were called inactive; u = inconclusive; x = no result given; [ ] = dose if it differs, or a comment. Unless noted, calls come from the whole dose curve; as a rule, active = well fitted curve in the direction sought with a large enough effect; inconclusive = small, poorly fitted or top-dose-only effect, or another doubt; inactive = no such curve, though single readings can be large; an effect the other way counts as inactive or inconclusive. Unless noted, % is set by controls: 0 for no effect and ±100 for the full control effect; potency is the fitted concentration of half-maximal effect.

Results follow in this order: Tau fibril ThT	ALDH1A1 block	L3MBTL1 block	TR SRC2 fluor cs	aGal spleen mod	Tau fibril FP	Tau fluor cs	TRb SRC2 PPI
> COC(=O)c1nnn(-c2cc(Cl)cc(Cl)c2)c1C(=O)OC
    -5.7%	x	-9.9%	-3.1%	3.3%	-12.5%	-11.4%	0.4%
> CCCSc1ncc(Cl)c(C(=O)Nc2ccc(S(=O)(=O)N3CC(C)OC(C)C3)cc2)n1 (stereo not given)
    -6.6%	u	x	-4.0%	-4.4%	-4.9%	-27.8%	-0.9%
> COc1ccc(CN2C(=O)NC3(CCCCC3)C2=O)cc1F
    -7.0%	u	x	-2.1%	-8.2%	5.9%	-4.4%	-7.5%
> C=CCNC(=O)/C(C#N)=C\c1cc(Cl)c(OCC)c(OC)c1
    u	u	2.4%	-0.8%	-0.3%	-4.8%	-7.0%	u
> Cc1ccc(-n2ncc3c(N4CCN(c5ccc(F)cc5)CC4)ncnc32)cc1
    u	x	x	-1.7%	x	6.3%	-14.0%	8.2%
> O=C(Cn1c(=O)c2sccc2n(Cc2ccc([N+](=O)[O-])cc2)c1=O)NCCc1ccccc1
    u	5.7%	7.0%	-1.3%	-2.2%	2.7%	-17.3%	5.7%
> CN(C(=O)c1ccco1)c1nnc(C23CC4CC(CC(C4)C2)C3)s1
    1.0%	u	-6.5%	0.3%	-5.6%	1.1%	-2.0%	6.3%
> Cn1c2c(c(=O)n(C)c1=O)CN(CCCN1CCOCC1)CN2
    2.0%	-0.9%	-2.7%[11.4 µM]	-6.4%	0.3%	-1.2%	13.6%	1.8%
> Cc1cc(C)cc(OCC(=O)Nc2ccc(N3CCN(S(C)(=O)=O)CC3)cc2)c1
    -15.4%	u	0.2%	-5.5%	4.5%	10.5%	-3.3%	3.4%
> Cc1ccc(C(C)C)c(OCCn2cc(C(=O)c3ccco3)c3ccccc32)c1
    -5.2%	x	x	-9.1%	x	u	-28.8%	6.1%
> CC(C)=N/N=c1\scc(C)n1Cc1ccco1
    -3.6%	5.3%	-14.6%	-1.3%	0.0%	-0.4%	-6.9%	4.6%
> CCCCC(=O)Nc1cccc(NC(=O)c2cccc(Br)c2)c1
    4.8%	10.3%	29.9%	-7.5%	-10.0%	-14.0%	-9.4%	-3.0%
> COCCn1c(=NC(=O)c2ccc3c(c2)OCCO3)sc2cc(C(=O)OC)ccc21
    -1.0%	x	x	-3.2%	x	-1.2%	3.7%	-0.6%
> O=C(CCC1N=C2c3ccccc3N=C(SCc3cccc(F)c3)N2C1=O)NCCc1ccccc1 (stereo not given)
    u	x	x	-17.0%	x	-0.4%	-4.3%	4.2%
> COCCNC(=O)COc1ncnc2ccc(Br)cc12
    -6.2%	18.0%	x	1.0%	-5.7%	-12.1%	-9.7%	-15.8%
> C=CCn1c(CCNC(=O)c2cccs2)nnc1SCC(=O)Nc1cccc(Cl)c1C
    -10.9%	10µM*	x	-2.1%	3.2%	-1.4%	-13.1%	0.3%
> CCOc1ccc(NC(=O)Cn2sc3nc(C)cc(C)c3c2=O)cc1
    12.6µM*	x	-4.4%	-4.7%	3.7%	20µM*	-25.0%	-2.7%
> Cc1nn(C)c2c1c(-c1ccccc1)cc(=O)n2CC(=O)Nc1ccccc1C(F)(F)F
    3.7%	x	x	-1.7%	x	2.9%	1.2%	0.6%
> COc1ccc(C(=O)C(CN2CCOCC2)c2ccccc2)cc1F (stereo not given)
    u	-8.5%	-2.0%	3.3%	3.5%	16.5%	0.2%	5.8%
> Cc1ccc(/C=N/NC(=O)c2ccccn2)o1
    -6.5%	-15.4%	0.0%	0.5%	18.3%	4.2%	-3.2%	-9.8%

Brought forward from above: 4 compounds; new compounds follow.
Results follow in this order: Tau fibril ThT	ALDH1A1 block	L3MBTL1 block	TR SRC2 fluor cs	aGal spleen mod	Tau fibril FP	Tau fluor cs	TRb SRC2 PPI
> CCOc1ccc(NC(=O)Cn2sc3nc(C)cc(C)c3c2=O)cc1
    12.6µM*	x	-4.4%	-4.7%	3.7%	20µM*	-25.0%	-2.7%
> Cc1nn(C)c2c1c(-c1ccccc1)cc(=O)n2CC(=O)Nc1ccccc1C(F)(F)F
    3.7%	x	x	-1.7%	x	2.9%	1.2%	0.6%
> COc1ccc(C(=O)C(CN2CCOCC2)c2ccccc2)cc1F (stereo not given)
    u	-8.5%	-2.0%	3.3%	3.5%	16.5%	0.2%	5.8%
> Cc1ccc(/C=N/NC(=O)c2ccccn2)o1
    -6.5%	-15.4%	0.0%	0.5%	18.3%	4.2%	-3.2%	-9.8%
> COc1ccc(C(=O)N/N=C/C(C)c2ccccc2)cc1OC (stereo not given)
    -6.6%	-3.8%	6.7%	4.7%	0.6%	5.7%	-5.2%	-13.6%
> Cc1c(C(=O)Nc2cccc(N(C)S(C)(=O)=O)c2)cccc1[N+](=O)[O-]
    -5.8%	-6.6%	3.7%	0.4%	6.2%	-2.7%	-5.3%	-1.0%
> Cc1ccc(S(=O)(=O)N2CCCC(C(=O)NCCc3ccc4c(c3)OCO4)C2)cc1 (stereo not given)
    0.3%	-11.7%	5.3%	-6.7%	-9.8%	7.1%	-3.1%	5.0%
> C=C(C)CSc1nnc(-c2cccc(S(=O)(=O)N(C)C)c2)n1-c1cc(OC)ccc1OC
    -4.4%	-15.2%	4.8%	6.2%	-0.8%	4.4%	-4.5%	1.3%
> CC(=O)OC1CCC2(C)C(=CCC3C2CCC2(C)C3CC3OC4(CCC(C)CN4)C(C)C32)C1 (stereo not given)
    -6.5%	x	x	-3.3%	15.2%	u	8.6%	-4.9%
> CCCCNc1nc2c(S(=O)(=O)c3ccc(Cl)cc3)nnn2c2ccsc12
    15.1%	x	x	-3.5%	x	-18.0%	-5.5%	2.9%
> COc1cc(C(=O)OCC(=O)N2CCCCC2C)cc(NC(=O)c2cccs2)c1OC (stereo not given)
    u	u	x	-2.1%	2.9%	8.1%	-13.3%	-4.3%
> CCOc1ccc(NC(=O)C2CCN(S(=O)(=O)c3cccnc3)CC2)cc1
    -10.1%	-12.6%	x	-0.6%	-19.4%	-1.0%	-6.6%	2.3%
> CC1CCCC(NC(=O)COC(=O)c2ccc(S(=O)(=O)N3CCOCC3)cc2)C1C (stereo not given)
    -6.5%	u	-0.8%	1.5%	4.8%	-1.7%	-5.7%	-20.4%
> O=C(Nc1ccc(NC(=O)C23CC4CC(CC(C4)C2)C3)cc1)c1cc(F)c(F)cc1Cl
    -4.0%	19.6%	0.5%	2.5%	1.3%	7.3%	-0.2%	2.5%
> Cc1cc(/C=N/NC(=O)CC2(C)OCCO2)c(C)n1-c1ccc(Cl)c(Cl)c1
    u	u	31.0%[activator]	-1.3%	-3.7%	6.6%	-5.0%	-4.0%
> Cc1ccc(CNC(=O)CN(Cc2ccccc2)S(C)(=O)=O)cc1
    3.0%	-2.4%	-3.6%	-5.0%	-2.6%	3.2%	-0.5%	-1.9%
> CC(C)(C)c1ccc(C(=O)/C=C2\NC(=O)CS2)cc1
    u	-9.9%	-6.7%	1.0%	-12.0%	-3.5%	-10.3%	-6.4%
> O=C(Cn1c(=O)n(CCc2ccccc2)c(=O)c2c3c(sc21)CCCC3)Nc1ccc(F)c(F)c1
    21.2%	x	x	2.2%	x	u	-8.8%	-1.3%
> O=C(Cn1ncc2c3ccccc3n(Cc3ccccc3)c2c1=O)NCc1ccco1
    x	x	x	-5.5%	2.3%	9.4%	u	-2.8%
> COc1ccc(CC(=O)N2CCC(Nc3nc4ccccc4n3Cc3ccc(F)cc3)CC2)cc1
    -17.3%	-7.7%	-1.3%	-1.1%	4.5%	0.0%	-24.0%	-1.3%
> Cc1cc(C)n2c(SCC(C)C)nnc2n1
    8.9%	-0.5%	-0.4%	-2.8%	-1.6%	-6.4%[2.34 µM]	19.5%	-3.9%
> Cc1ccc(OC(=O)CSc2nnc(CNC(=O)c3ccccc3)o2)cc1
    3.9%	x	x	-1.2%	x	0.8%	-0.6%	8.8%
> Cc1ccc(N2C(=S)SC3CS(=O)(=O)CC32)cc1 (stereo not given)
    -4.3%	0.1%	x	-1.7%	6.1%	-2.5%	-3.3%	-1.9%
> CC(/C=C/c1ccccc1)=N\Nc1nc2c(c(=O)[nH]c(=O)n2C)n1CCO
    x	x	x	-6.3%	2.4%	-7.3%	-22.1%	3.8%
> Cc1onc(-c2c(F)cccc2Cl)c1C(=O)N1C=CC(C(F)(F)Cl)=NCC1
    0.0%	9.3%	-0.3%	-2.3%	-0.9%	-3.2%	-7.0%	8.7%
> c1c2c(cc3sc(N4CCCCC4)nc13)OCCO2
    u	20µM*	-13.5%	0.4%	3.2%	6.2%	u	-1.7%
> C/C=C/C(=O)N1CC2(CC(c3cccc(NC(=O)CCCCC)c3)=NO2)C[C@H]1C(N)=O (stereo not given in full)
    -7.5%	x	x	-0.7%	2.9%	-13.6%	-9.4%	-2.3%
> CN(c1ccc(C(=O)Nc2ccc(CC#N)cc2)cc1)S(C)(=O)=O
    8.0%	u	x	-0.2%	3.8%	-5.9%	-3.3%	2.2%
> O=C(CSc1n[nH]c(-c2cccnc2)n1)Nc1ccccc1
    -2.6%	1.4%	6.0%	-3.9%	1.3%	u	-11.1%	-2.2%
> O=C(NC(=S)NNC(=O)c1cnccn1)c1ccc(F)cc1
    -20.7%	28.2µM*	x	-2.0%	2.2%	-2.9%	-16.9%	-2.0%
> COc1cccc(C(c2c(O)cc(C)n(Cc3ccco3)c2=O)N2CCC(C)CC2)c1 (stereo not given)
    u	x	x	0.7%	x	-5.0%	-11.0%	3.0%
> CCn1c(SCC(=O)Nc2cc(C)ccc2C)nnc1-c1cnccn1
    -0.2%	4.6%	3.5%	-1.7%	-4.6%	6.9%	-0.2%	-18.8%
> COC(=O)N/N=C/c1ccccc1OCc1ccccc1
    3.9%	1.9%	-0.5%	2.8%[53 µM]	0.9%	3.7%	10.2%	1.3%[53 µM]
